High-throughput results from PubChem BioAssay.
Yfh1-depleted yeast – enhancers of respiration in Yfh1-depleted yeast, dose response, Friedreich's ataxia, plus single-dose screen (AID 1465); fold induction at 50 µM; hits with a dose series show EC50 in µM; hit rate 0.074% among 220,000; S. cerevisiae Yfh1-off respiration, WST-1 reduction, 72 h; higher fold induction means a stronger effect;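 active = fold induction of absorbance versus untreated yeast above a set limit, then at least 30% activation at any dose in follow-up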;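 also: activators that raise dye reduction in frataxin-depleted yeast; strong numbers were not always called active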
MT stabilize HCS – stabilizes microtubules in HeLa cells; AID 2205; HeLa tubulin immunostaining HCS, 24 h; share of cells brighter than vehicle mean+2SD; % tubulin-high responders, % at 10 µM; hit rate 0.83% among 200,000;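 active = plate Z-score above 3 for both tubulin-high and condensed-nucleus cell shares, with cell loss under 80%, at 10 µM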;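 also: anti alpha tubulin signal scored within the nucleus-defined area of each cell; some results filed as inactive read as strong as hits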
Autophagy mod – autophagy modulation, high-content screen. MEF GFP-LC3 puncta imaging; test concentration mostly 10 µM. calls only at 10 µM (by protocol). hit rate 0.98% among 190,000;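 active = percentage of spot-positive cells more than 3 SD above its plate mean, without a fluorescence outlier flag or 80% toxicity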;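 also: spot-positive cell cutoff set from DMSO-treated cells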
WT yeast gro inh – growth inhibition of WT yeast, mitochondrial fusion screen | mitochondrial fusion phenotypic screen, WT strain | inhibition, % at 10 µM | hit rate 2.1% among 190,000 | AID 1362; in the data active = inhibition above about 58%; tested in S. cerevisiae
Dynein transport – dynein cargo transport inhibition; AID 1381; 3617.4 mouse cells, GR-EGFP nuclear translocation imaging; test concentration mostly 20 µM; stimulated with dexamethasone, 1 µM; hits give low values; hit rate 0.47% among 220,000; z-score, hits read low;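 active = plate z-score of nuclear minus cytoplasmic receptor signal below a set negative limit, without overly bright fluorescence or cell loss, cut at about -3.5 in these data, passing the limit was not always enough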;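 also: z-score of nuclear minus cytoplasmic ring GR-EGFP intensity difference per well; some compounds called inactive have numbers as strong as hits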
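medium = tetracycline-free induction medium containing charcoal-stripped FBS | also added = 1.0 µM final dexamethasone stimulus | schedule = 48 h induction, 1 h compound, 30 min dex at 37 °C | technique = fixed, Hoechst-stained cells imaged at 10x for EGFP | measure = GR-EGFP nuclear translocation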
bCat nuc transl – modulators of beta-catenin nuclear translocation | HeLa beta-catenin nuclear translocation, immunofluorescence imaging | nuclear translocation activity, % at 5 µM | hit rate 0.3% among 190,000 | AID 1665;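 active = nuclear translocation activity above 50% at 5 µM, with a well cell count of 50 or more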;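 also: per-cell ratio of nuclear to cytoplasmic median beta-catenin stain intensity; plate controls were DMSO negative control for no effect and GSK-3 inhibitor IX positive control for full effect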
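Signal – beta-catenin immunofluorescence imaging with DAPI · Test system – human HeLa cell line · Dosing – 5 µM primary single dose, 0.1% DMSO, 0.02–20 µM confirmation series · Measure – % activation, nuclear-to-cytoplasmic median beta-catenin signal ratio per cell · Incubation – 24 h compound exposure at 37°C, 5% CO2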
human PMI inhibition – MPI enzyme activity inhibition – biochemical, fluorescence intensity, coupled assay, primary screen (AID 1209); purified PMI enzyme, coupled fluorescence intensity; higher % means a stronger effect; inhibition, % at 20 µM, or IC50 in µM where a hit was titrated; hit rate 0.42% among 190,000;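 also: plate controls were DMSO vehicle for no effect and wells lacking substrate for full effect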
Ins promoter up – MIN6 insulin promoter up-regulation | AID 1625 | MIN6 insulin promoter-GFP reporter, high-content imaging; hits give high values | z-score at 5 µM | hit rate 0.3% among 190,000;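 active = z-score above 3 at 5 µM with at least 500 cells counted in the well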
PMI inhibition – human PMI inhibitors, high substrate, primary screen, biochemical, fluorescence intensity, high mannose 6-phosphate (AID 1220); recombinant PMI enzyme, coupled fluorescence intensity; higher % means a stronger effect; inhibition, % at 20 µM; hits with a dose series show IC50 in µM; hit rate 0.66% among 190,000
WT yeast gro inh mutant strain – second read-out of WT yeast gro inh, no call of its own (marks repeat the call); inhibition, %; mitochondrial fusion phenotypic screen, mutant strain inhibition
Dynein transport cytoplasmic EGFP – second read-out of Dynein transport, no call of its own (marks repeat the call); z-score; measured here: cytoplasmic GR-EGFP intensity; hits give high values
Dynein transport nuclear GR-EGFP – further read-out of Dynein transport, marked with its call; z-score; measured here: nuclear GR-EGFP intensity;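 lower value marks the stronger effect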
Dynein transport cell count – second read-out of Dynein transport, no call of its own (marks repeat the call); z-score; measured here: cell count per field
Ins promoter up cell count – further read-out of Ins promoter up, marked with its call; cell count; measured here: cytotoxicity, nuclei count;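 total cells summed across four imaged fields per well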
bCat nuc transl cell count 5 µM – also measured in bCat nuc transl; calls as there; cell count; measured here: cell count, cytotoxicity flag
MT stabilize HCS Hoechst-high % – further read-out of MT stabilize HCS, marked with its call; % Hoechst-high responders; measured here: nuclear condensation Hoechst responders;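 share of cells brighter than vehicle mean plus two SD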
MT stabilize HCS cytotoxicity % – second read-out of MT stabilize HCS, no call of its own (marks repeat the call); toxicity, %; measured here: cytotoxicity by cell density;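 0% = mean cell density of plate MIN control wells and 100% = no cells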
Autophagy mod cell loss 18 h – also measured in Autophagy mod; calls as there; toxicity, %; measured here: cell loss, nuclei count;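 cell loss after 18 h compound exposure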
Numbers without * were called inactive; i = inactive; · = no result given; + = active, no number. Rule as the data show it, unless noted: active = inhibition above about 50%; inactive = the rest. Hits appear at their usual frequency; about 5% have a hit in one of these screens.

SMILES	Yfh1-depleted yeast	MT stabilize HCS	MT stabilize HCS Hoechst-high %	MT stabilize HCS cytotoxicity %	Autophagy mod	Autophagy mod cell loss 18 h	WT yeast gro inh	WT yeast gro inh mutant strain	Dynein transport	Dynein transport cytoplasmic EGFP	Dynein transport nuclear GR-EGFP	Dynein transport cell count	bCat nuc transl	bCat nuc transl cell count 5 µM	human PMI inhibition	Ins promoter up	Ins promoter up cell count	PMI inhibition
CCc1sc(C(=O)NC2CCN(C)CC2)cc1Br	i	2.6	2.3	5.9	i	0	22	24	-0.54	-0.22	-0.053	-0.93	·	·	1%	·	·	-2%
CC(=O)Nc1ccc(Nc2nc3ccccc3nc2NS(=O)(=O)c2ccccc2)cc1	i	·	·	·	·	·	·	·	-0.89	-0.25	-0.53	0.8	1.0	1340	·	0.78	1042	·
Cc1cc(C)cc(-n2c(SC(C)C(=O)NCc3ccc4c(c3)OCO4)nc3ccccc3c2=O)c1 (stereo unspecified)	i	6.2	2.6	8.0	i	-5	14	-18	1.1	-0.22	0.94	-1.7	-3.9	1112	8%	-0.99	1492	5%
O=C(CCN1c2ccccc2Sc2ccccc21)Oc1ccccc1	i	2.2	1.0	7.9	i	-1	16	-8	1.5	-0.25	0.68	-1.3	0.8	1001	13%	-0.66	1527	8%
CC(/C=N/NC(=O)c1nnn(-c2nonc2N)c1CN(C)C)=C\c1ccco1	i	·	·	·	·	·	·	·	-0.069	-0.25	0.41	-0.14	0.3	1366	·	0.35	836	·
COC(=O)CCC(=O)N(CCN(C(=O)CCC(=O)OC)c1ccccc1)c1ccccc1	i	2.4	1.4	5.2	i	-23	-1	11	-0.48	-0.27	-0.13	0.36	-1.1	1115	-2%	-0.91	1291	-9%
Cn1cccc1/C=C1\Cc2ccccc2C1=O	i	3.1	1.4	1.2	i	-2	23	11	-0.17	-0.34	0.067	0.017	·	·	3%	-0.37	1274	8%
Cc1oc(-c2ccccc2F)nc1CS(=O)(=O)CC(=O)NCc1ccco1	·	5.9	1.4	8.2	·	·	3	-2	0.76	-0.027	0.83	-1	-2.0	1138	10%	1.1	1023	5%
COc1ccccc1NC(=O)CN1CCC(c2nc3ccc(C)cc3[nH]2)CC1	i	2.6	2.0	12	i	14	4	12	1.8	-0.11	1.3	-1.3	-0.9	1042	0%	0.54	1435	1%
O=C1CN(C(=O)COC(=O)CCNS(=O)(=O)c2ccc(Cl)cc2)c2ccccc2N1	i	·	·	·	·	·	·	·	-0.081	-0.8	-0.37	-0.066	-0.9	1327	·	0	1001	·
CCCCc1c(C)nc(N2CCCC2)[nH]c1=O	i	·	·	·	·	·	·	·	1.2	0.11	0.6	-0.45	-0.3	1303	·	0.05	1055	·
Cc1ccc(C(=O)Cn2cnc3ccccc3c2=O)cc1C	i	1.2	0.9	7.9	i	7	-1	-4	0.57	-0.13	0.22	-0.41	0.9	1088	7%	1.5	968	-4%
CCOC(=O)c1ccc2nc(C(F)(F)F)[nH]c(=O)c2c1	i	1.2	2.1	11	i	35	4	2	-0.99	0.064	-0.4	0.95	-8.7	933	-4%	0.28	1353	-4%
Cn1c(=O)[nH]c(=O)c2c1nc(NCCCO)n2CCCc1ccccc1	i	5.2	2.4	11	i	3	5	-13	-1.2	-0.42	-0.33	0.87	-1.4	1360	9%	0.4	1568	4%
COc1ccccc1OCCCOc1ccc(C)cc1Br	i	2.0	3.5	9.2	i	1	53	18	0.34	-0.31	-0.2	0.1	1.2	556	7%	0.59	1345	7%
Cc1ccc(C2c3c(oc4ccc(Cl)cc4c3=O)C(=O)N2CCCN2CCOCC2)o1 (stereo unspecified)	i	4.2	3.0	4.3	i	19	-1	5	0.63	-0.033	0.45	-0.25	0.4	935	9%	1.4	1147	16%
CCOC(=O)c1c(C)[nH]c(C(=O)NCc2ccccc2OC)c1C	·	·	·	·	·	·	·	·	·	·	·	·	-0.6	1216	4%	-0.76	992	7%
Cc1c(CN(C)Cc2cn(C)nc2-c2ccccc2F)[nH]c2ccccc12	i	2.8	1.0	4.9	+	-5.4*	4	-10	-0.36	-0.24	-0.11	0.51	1.2	1493	2%	-0.15	1323	9%
COc1ccc(C(=O)NC2CCCCCC2)cc1S(=O)(=O)Nc1ccc(Br)cc1	i	1.3	1.9	6.8	i	2	3	-6	-0.86	0.74	-0.11	1	-3.2	1162	-8%	1	915	-20%
CC(C)c1onc(C(=O)NCc2ccccn2)c1[N+](=O)[O-]	i	3.4	1.4	4.3	i	-22	8	0	-0.28	0.37	0.2	0.52	0.1	1156	-10%	-0.46	1483	-3%
Cc1cc(N2C(=O)C(=O)/C(=C(/O)c3ccc(F)cc3)C2c2cccc(Br)c2)no1 (stereo unspecified)	i	8.4	1.8	3.6	i	5	-10	-19	0.73	-0.15	0.42	0.25	-0.9	1451	0%	0.15	1372	1%
O=C(COc1ccc(Cl)cc1)NCc1cn2cc(Cl)ccc2n1	i	1.8	2.7	1.9	i	6	-5	2	-0.82	-0.044	-0.66	1.1	-0.8	1174	-13%	-1.2	1266	-12%
COc1ccc(NC(=O)COC(=O)C2CCCCC2)c([N+](=O)[O-])c1	i	4.1	4.5	5.7	i	-1	0	4	-0.45	-0.18	0.11	-6.1	-2.0	1192	16%	-0.17	1461	20%
CC(C)N1CCN(Cc2ccoc2)CC1CCO (stereo unspecified)	i	1.1	1.0	0.8	i	-2	6	8	1.7	-0.12	0.95	-0.77	-2.4	977	-13%	·	·	-7%
COc1ccc(C(C[N+](=O)[O-])n2nc(C)cc2C)cc1 (stereo unspecified)	i	4.5	2.8	4.2	i	2	22	10	0.026	0.29	-0.081	-0.86	-2.2	949	13%	-0.07	1222	14%
CC(C)N(Cc1ccccc1)C(=O)Cn1c(=O)cnc2ccccc21	i	·	·	·	·	·	·	·	0.94	-0.7	0.46	-0.84	0.2	1262	·	0.91	1067	·
O=C(COc1ccc(C(=O)c2ccc(F)cc2)cc1)NCc1ccc(F)cc1	i	1.8	2.7	7.1	i	37	-9	-13	0.61	-0.24	0.24	-0.41	4.6	1085	16%	2.2	1435	15%
Cc1cc(C(=O)NCc2cc(C(=O)O)oc2C)c(C)o1	i	0.9	2.1	6.0	i	-2	5	-6	-1.2	-0.19	-0.54	1.2	0.0	1059	4%	1.1	1236	-4%
Cc1cc(C)c2c3c(sc2n1)C(c1ccccc1)C(C#N)=C(N)O3 (stereo unspecified)	·	12	7.4	9.2	i	7	19	12	-4.3*	1.5*	-2.3*	2.3*	0.4	1122	-3%	1.2	923	-6%
COC(=O)Cn1cc([N+](=O)[O-])nc1C	i	1.8	2.0	4.2	i	2	-12	10	1.3	-0.23	0.22	-0.29	-2.6	680	-6%	·	·	-6%
O=C(NC1CCN(C(=S)NCCc2ccccc2)CC1)C1CCCCC1	i	2.1	1.1	2.7	i	5	4	10	-1	0.48	-0.54	0.73	0.6	1037	-11%	0.01	1055	-5%
C=CCNC(=O)COc1c(C)ccc(C)c1C	i	4.8	1.9	7.2	i	13	8	6	2	-0.29	0.82	-0.54	-3.5	1028	3%	1.9	1554	-6%
O=C(CN1CCOCC1)Nc1ccc2c(c1)OCCO2	i	·	·	·	·	·	·	·	-0.83	-0.3	-0.63	0.5	-0.2	1276	·	0.19	1301	·
CCOc1cc(/C=C2\SC(=O)N=C2N)ccc1O	i	3.4	4.0	1.0	i	-2	-8	-3	-0.71	-0.12	-0.61	0.97	-1.2	955	19%	-0.13	1313	4%
CCC(=O)Nc1ccc(NC(=O)CSc2nnnn2CC)cc1C	i	2.6	1.4	2.8	i	16	21	21	-0.24	-0.44	-0.23	0.94	-1.5	1006	-4%	·	·	-2%
Cc1oc2ccc(O)cc2c1C(=O)OC(C)C	i	2.2	1.4	2.3	i	-5	-4	0	-0.16	-0.071	0.33	-1.3	-1.2	496	12%	·	·	14%

3 of the entries above in order of the Dynein transport cell count value, rising:
Structure,Dynein transport cell count
CC(C)c1onc(C(=O)NCc2ccccn2)c1[N+](=O)[O-],0.52
Cn1c(=O)[nH]c(=O)c2c1nc(NCCCO)n2CCCc1ccccc1,0.87
CCOc1cc(/C=C2\SC(=O)N=C2N)ccc1O,0.97

Other structures:
SMILES	Yfh1-depleted yeast	MT stabilize HCS	MT stabilize HCS Hoechst-high %	MT stabilize HCS cytotoxicity %	Autophagy mod	Autophagy mod cell loss 18 h	WT yeast gro inh	WT yeast gro inh mutant strain	Dynein transport	Dynein transport cytoplasmic EGFP	Dynein transport nuclear GR-EGFP	Dynein transport cell count	bCat nuc transl	bCat nuc transl cell count 5 µM	human PMI inhibition	Ins promoter up	Ins promoter up cell count	PMI inhibition
O=C1C2C3C=CC(CC3)C2C(=O)N1/N=C/c1ccc(O)c(O)c1 (stereo unspecified)	i	5.4	2.3	4.5	i	7	-20	0	-0.084	-0.024	0.45	-1.2	-2.8	1113	24%	-0.19	1512	-11%
COc1cc(OC)c(C(=O)Nc2ccccc2-c2ccccc2)cc1OC	i	4.5	1.7	6.9	i	-2	51	-7	1.1	0.018	0.95	-1.8	3.8	959	17%	-0.77	1315	9%
O=C1c2ccccc2C(=O)N1CCCC(=O)N1CCc2ccccc21	·	1.2	0.7	11	i	2	4	3	1.1	-0.0021	0.91	-0.71	·	·	-5%	0.81	969	-6%
Cc1cc(C)cc(-c2nnc(SCC(=O)NCc3cccs3)o2)c1	i	4.9	1.2	83	i	-6	0	0	-0.44	-0.18	-0.32	-0.17	-2.2	1087	9%	0.02	1255	5%
